RBX1-CUL1 inh = inhibitors of human ROC1-CUL1 ubiquitin ligase activity; 140,000 compounds, 0.6% hits; inhibition, % at 10 µM; in vitro K48 di-Ub FRET, acceptor:donor ratio, 45 min; in the data active = inhibition above about 25%
Target sequence (P62877 whole entry, looked up): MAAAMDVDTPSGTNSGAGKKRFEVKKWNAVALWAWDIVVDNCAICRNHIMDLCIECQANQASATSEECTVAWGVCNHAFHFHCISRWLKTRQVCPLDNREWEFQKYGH
Target sequence (Q13616 whole entry, looked up): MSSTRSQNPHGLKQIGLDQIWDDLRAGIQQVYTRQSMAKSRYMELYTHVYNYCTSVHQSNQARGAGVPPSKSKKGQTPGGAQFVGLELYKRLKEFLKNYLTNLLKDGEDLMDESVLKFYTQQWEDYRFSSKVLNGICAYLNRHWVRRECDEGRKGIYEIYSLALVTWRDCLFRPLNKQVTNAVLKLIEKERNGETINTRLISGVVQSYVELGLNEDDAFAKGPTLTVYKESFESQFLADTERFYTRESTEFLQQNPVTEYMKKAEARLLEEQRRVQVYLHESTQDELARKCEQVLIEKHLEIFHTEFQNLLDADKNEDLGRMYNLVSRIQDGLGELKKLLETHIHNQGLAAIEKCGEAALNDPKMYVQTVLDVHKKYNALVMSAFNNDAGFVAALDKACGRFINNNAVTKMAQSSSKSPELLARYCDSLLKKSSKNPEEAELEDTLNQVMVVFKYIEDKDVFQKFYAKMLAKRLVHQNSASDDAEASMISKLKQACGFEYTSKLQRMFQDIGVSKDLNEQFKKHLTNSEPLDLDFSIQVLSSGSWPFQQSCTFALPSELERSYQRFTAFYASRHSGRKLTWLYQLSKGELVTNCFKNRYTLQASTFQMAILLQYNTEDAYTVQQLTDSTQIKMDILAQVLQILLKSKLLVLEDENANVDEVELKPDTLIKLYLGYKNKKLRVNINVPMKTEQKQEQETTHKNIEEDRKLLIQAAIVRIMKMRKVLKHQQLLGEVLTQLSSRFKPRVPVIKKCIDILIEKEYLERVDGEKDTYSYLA
Starred values were filed as active, the others as inactive.

No.	Compound	RBX1-CUL1 inh
1	CC(C)(C)c1ccc(C(=O)NCCc2ccc(S(N)(=O)=O)cc2)cc1	-8
2	COc1cccc(C2CC(c3ccccc3)=Nc3c(C(=O)Nc4ccccc4)cnn32)c1OC (stereo unspecified)	0
3	N#Cc1c(C(F)(F)F)cc(-c2ccc(F)cc2)nc1SCC(=O)Nc1ccccc1	-7
4	Cc1cccc(C(=O)Nc2ccc(C3(c4ccc(NC(=O)c5cccc(C)c5)cc4)c4ccccc4-c4ccccc43)cc2)c1	0
5	CCOc1ccc(CCn2c(-c3ccc(OC)cc3)cn3c4c(=O)n(C)c(=O)n(C)c4nc23)cc1OCC	-13
6	CCN1CCC(NC(=O)c2ccccc2Br)CC1	9
7	CCSc1nc(N2CCOCC2)c2c(c1C#N)CC(C)(C)SC2	-5
8	CCc1ccccc1NC(=O)CCS(=O)(=O)c1cccc2nonc12	-6
9	COCCN(Cc1ccccn1)C(Cc1ccccc1)C1CCN(C(=O)/C=C/c2ccccc2)CC1 (stereo unspecified)	-3
10	CC1=CC=CN2C1=NC(C(F)(F)F)(C(F)(F)F)N=C2c1ccco1	-3
11	Cc1ccc(-n2ncc(C(=O)N3CCN(c4cc(Cl)ccc4C)CC3)c2C2CCN(C(=O)OC(C)(C)C)CC2)cc1	3
12	O=C(NCc1ccccc1)C1CCCC1	2

Next records follow:
No.	Compound	RBX1-CUL1 inh
13	COc1ccc(NC(=O)c2cc3c(=O)n(Cc4cccnc4)ccc3nc2C)c(OC)c1	6
14	Cc1ccc(N(Cc2cccs2)C(=O)COc2ccccc2[N+](=O)[O-])cc1	4
15	C=C(C)COc1ccccc1NC(=O)NC1CCCCC1	0
16	O=C1CC2C(=O)CC1C1C2C1(C(=O)O)C(=O)O (stereo unspecified)	3
17	Fc1nc(N2CCOCC2)c(F)c(Oc2ccccc2OCCCCN2CCOCC2)c1Cl	0
18	COc1ccc(OC)c(NC(=O)Cn2c(=O)n(-c3ccc(Cl)cc3)c(=O)c3c(C)c(C)sc32)c1	1
19	Cc1cc(Cl)ccc1OCC(O)CN1CCN(c2ccccc2F)CC1 (stereo unspecified)	3
20	O=C(c1ccc(Br)cc1)C(c1ccccc1)N1CCCCCC1 (stereo unspecified)	4
21	CCCCC(=O)Nc1c(C(=O)N2CCN(c3ccccc3F)CC2)oc2ccccc12	4
22	COc1ccccc1C(=O)Nc1ccc2c(c1)CN(Cc1cccnc1)CC2	6
23	COC(=O)[C@@H]1[C@@H](C(=O)OC)[C@@H](c2ccccc2)N(c2ccccc2)[C@@H]1c1ccccc1	2
24	CN(C)CCCNc1ncnc(N2CCCC2)c1[N+](=O)[O-]	4

Among those listed so far, 2 have a nitro group on carbon.
No.	Compound	RBX1-CUL1 inh
14	Cc1ccc(N(Cc2cccs2)C(=O)COc2ccccc2[N+](=O)[O-])cc1	4
24	CN(C)CCCNc1ncnc(N2CCCC2)c1[N+](=O)[O-]	4

(further entries)
No.	Compound	RBX1-CUL1 inh
25	CCc1nnc(SCC(=O)Nc2ccc(N3CCN(S(C)(=O)=O)CC3)cc2)o1	-11
26	Cc1ccc(N=C2NC(=O)CC(C(=O)Nc3ccccc3Cl)S2)cc1 (stereo unspecified)	0
27	COc1ccc2nc(SCCOc3ccc(F)cc3)[nH]c2c1	-5
28	CCc1nnc2sc(-c3cccnc3)nn12	-6
29	Cc1ccc(OCCN(C)C(=O)c2cc(Cn3nc(C)cc3C)[nH]n2)cc1	-6
30	Cc1cccc(-n2ncc(C(=O)N3CCN(C4CCCCC4)CC3)c2C2CCN(C(=O)OC(C)(C)C)CC2)c1	4
31	CCOC(=O)c1ccc(NC(=O)C(F)(F)C2(F)OC(F)(F)C(F)(F)C2(F)F)cc1 (stereo unspecified)	-7
32	Cn1cnc(S(=O)(=O)N2CCC(C(=O)NCc3ccc(Cl)cc3)CC2)c1	-4
33	O=C1/C(=C/c2ccccc2)SC(=S)N1CCc1ccccc1	-7
34	Cc1ccc(CCNC(=O)Nc2n[nH]c(-c3ccccc3F)n2)cc1	-2
35	CCOC(=O)c1cnc2cc(C(F)(F)F)ccc2c1Nc1ccc(F)cc1F	-3
36	CCNC(=S)Nc1ccccc1NC(C)=O	0

Remaining list, next part.
No.	Compound	RBX1-CUL1 inh
37	c1ccc2c(c1)OCC(c1nn3c(C4CCCCC4)nnc3s1)O2 (stereo unspecified)	5
38	CCOC(=O)c1ccc2c(c1)[C@@H]1C=CC[C@@H]1[C@H](c1cccc(OC)c1OC)N2	11
39	COC(=O)CN1C(=O)S/C(=C/c2cc(Br)c(Sc3ccc(Cl)cc3)o2)C1=O	4
40	O=C(CN1CCN(c2ccccc2)CC1)NC1Cc2ccccc2Sc2ccc(Cl)cc21 (stereo unspecified)	0
41	Cc1nn(C)c(C(=O)N/N=C/c2c(F)cccc2Cl)c1Br	5
42	CCOC(=O)c1cccc(NC(=O)c2ccc3nc(CCc4ccccc4)oc3c2)c1	-2
43	CCOC(=O)c1c(N)n(-c2ccc(C)c(Cl)c2)c2nc3ccccc3nc12	9
44	Cc1cccc(Nc2nc3nonc3nc2Nc2ccccc2C)c1	-2
45	Cc1ccc(C2=Nn3c(nnc3C(F)(F)F)SC2)c(C)c1	4
46	O=Nc1c(O)[nH]c2c(F)cccc12	7
47	Cn1c(SCc2nc(-c3ccccc3)no2)nnc1-c1cccs1	-3
48	O=C(Cc1ccccc1)Nc1cccc(C(=O)OCC(=O)c2ccc([N+](=O)[O-])cc2)c1	-4

Following part:
No.	Compound	RBX1-CUL1 inh
49	O=S(=O)(Cc1ccc(F)cc1)NC1CCCCCCC1	4
50	Cn1cccc2c3ccccc3nc1-2	20
51	O=C1CC(c2nc(-c3ccccc3)no2)CN1c1ccc2c(c1)OCCO2 (stereo unspecified)	-5
52	COC(=O)c1scc(-c2ccc(C)cc2)c1S(=O)(=O)N1CCN(c2cccc(OC)c2)CC1	8
53	CCOC(=O)C1=C(OCc2ccccc2)COC1=O	2
54	Cc1noc(C)c1CCC(=O)N1CCCC(CNC(=O)c2ccccc2Cl)C1 (stereo unspecified)	6
55	COc1cc(Cl)c(C)cc1NC(=O)c1nn(C)c2c1CSc1ccccc1-2	-3
56	COc1ccc(OC)c(-n2c3c(cc(-c4nc(-c5ccc(Cl)cc5)cs4)c2=O)C(=O)CC(C)(C)C3)c1	5
57	C#CCO/N=C(\N)c1nonc1N	2
58	CCCOC(=O)c1ccccc1OC(=O)c1ccc(Cl)cc1Cl	-2
59	COc1ccc(N2C(=O)C(F)(F)C2c2ccco2)cc1 (stereo unspecified)	8
60	O=C(NC1CCCc2nc(N3CCC(CO)CC3)ncc21)C1CCCCC1 (stereo unspecified)	1

(more compounds)
No.	Compound	RBX1-CUL1 inh
61	CCCNC(=O)c1nnn(-c2ccccc2)c1C	2
62	O=C1C(Sc2ccccc2)=CC2C3CCC(C3)C12 (stereo unspecified)	4
63	CCOc1cc(C)ccc1S(=O)(=O)N1CCN(C)CC1	6
64	CCCC(=O)Nc1cc(-c2nnc3c4ccccc4c(C)nn23)ccc1C	-6
65	CC(C)(C)Oc1ncc(-c2ccncc2)c(OC(C)(C)C)n1	1
66	Cc1ccc(Cn2c(=O)n(Cc3ccccc3Cl)c(=O)c3cccnc32)cc1	-2
67	COc1ccccc1NC(=S)N1CCN(c2ccc(F)cc2)CC1	1
68	CCOc1ccc(OC(=O)c2ccc(-c3ccc(C#N)cc3)cc2)cc1	-2
69	CCCn1c(=N)c(C(=O)NC2CCCC2)cc2c(=O)n3cc(C)ccc3nc21	4
70	COc1ccc(C2(CNC(=O)CC(c3ccccc3)c3ccccc3)CCCC2)cc1OC	-3
71	Fc1ccc(CSc2ccc(Br)cc2)cc1	3
72	Cn1c(=O)c2c(nc(Oc3ccc4c(c3)OCO4)n2Cc2ccc(Br)cc2)n(C)c1=O	1

(cont.)
No.	Compound	RBX1-CUL1 inh
73	CC(C)Oc1ccc(C(=O)NC(=S)Nc2cc(C(F)(F)F)cc(C(F)(F)F)c2)cc1	-7
74	CCC1=Nc2cc(C(=O)NCC(C)c3ccccc3)ccc2Sc2ccc(C)cc21 (stereo unspecified)	5
75	CCN(Cc1ccccc1)C(=O)c1cc2ccc3cccnc3c2[nH]1	4
76	CC1(C)CC(=O)C2=C(C1)N(c1ccc(F)cc1)C(=O)CC2=O	-2
77	Cc1ccc(OCCCn2c(=O)oc3ccccc32)cc1	2
78	Cc1ccc([N+](=O)[O-])cc1S(=O)(=O)n1ccnc1C	5
79	CCc1ccc(CN(Cc2ccco2)C(=O)COc2ccc(Cl)c(C)c2)cc1	-3
80	CC1=CC(=NCCc2ccccc2)CC(=O)N1CCc1ccccc1	1
81	CCC(=O)N1CCCC1C(=O)Nc1cccc(-c2ccc(F)cc2)c1 (stereo unspecified)	-12
82	c1ccc(COC2CCN(c3nc4nonc4nc3N3CCOCC3)CC2)nc1	-2
83	Cc1c(C(C)NC(=O)CCc2ccc3c(c2)OCO3)cnn1-c1ccccn1 (stereo unspecified)	9
84	Cc1ccc(NC(=NCCN2CCOCC2)C(=NCCN2CCOCC2)Nc2ccc(C)cc2)cc1	-1

Following part:
No.	Compound	RBX1-CUL1 inh
85	COC(=O)c1ccc(Sc2ncnc3nc[nH]c23)c([N+](=O)[O-])c1	-14
86	C=CCSc1nnc2c(n1)OC(c1cc(Cl)cc(Cl)c1OC)N(C(C)=O)c1ccccc1-2 (stereo unspecified)	4
87	O=C(C1CC(=O)N(c2ccccc2)C1)N1CCN(C2NS(=O)(=O)C3CCCCC23)CC1 (stereo unspecified)	7
88	O=C(CSc1nnc(-c2ccncc2)o1)Nc1ccccc1Cl	2
89	Cc1cc2oc(=O)cc(C)c2cc1NNS(=O)(=O)O	13
90	CCOC(=O)COc1c(Cl)cc(/C=C2/C(=O)NC(=S)N(c3ccc(F)cc3)C2=O)cc1OC	5
91	CSc1nnc2c(n1)OC(c1ccc(-c3cccc(C(F)(F)F)c3)o1)Nc1ccccc1-2 (stereo unspecified)	4
92	N#CC1C2CCC(C2)C1C(=O)c1ccccc1 (stereo unspecified)	-1
93	O=C(CCc1nnc(-c2ccsc2)o1)N1CCCC(OCc2ccccn2)C1 (stereo unspecified)	2
94	CCc1noc(C)c1C(=O)Nc1ccc(C)c(F)c1	6
95	Cc1ccc2oc(C(=O)N3CCOCC3)cc2c1	-1
96	CCOc1ccccc1NC(=O)Cn1nnc2sc(-c3ccccc3)cc2c1=O	-4

In the list so far, these have a cyano group.
No.	Compound	RBX1-CUL1 inh
3	N#Cc1c(C(F)(F)F)cc(-c2ccc(F)cc2)nc1SCC(=O)Nc1ccccc1	-7
7	CCSc1nc(N2CCOCC2)c2c(c1C#N)CC(C)(C)SC2	-5
68	CCOc1ccc(OC(=O)c2ccc(-c3ccc(C#N)cc3)cc2)cc1	-2
92	N#CC1C2CCC(C2)C1C(=O)c1ccccc1 (stereo unspecified)	-1

More entries.
No.	Compound	RBX1-CUL1 inh
97	c1ccc(-n2nnnc2Sc2nc3ccccc3[nH]2)cc1	2
98	CCOC(=O)CN1C(=O)C(O)(CC(=O)c2cc(O)ccc2O)c2ccccc21 (stereo unspecified)	3
99	Cc1ccc(Nc2cc(C)c(C#N)c3nc4ccccc4n23)cc1Cl	-3
100	COc1ccc(NC(=O)Cn2cnc3ccc(S(=O)(=O)N4CCC(C)CC4)cc3c2=O)cc1OC	-3
101	Fc1ccc(OCCSc2nc3ccccc3[nH]2)cc1	0
102	Cc1[nH]c2ccccc2c1C(c1cccc(O)c1)c1c(C)[nH]c2ccccc12	2
103	Cc1cc(Oc2cnn(C(C)(C)C)c(=O)c2Cl)cc(C(C)C)c1	9
104	O=C(c1ccccc1OCCOc1ccccc1)N1CCOCC1	0
105	COc1ccc(CC(=O)Nc2nc3c(s2)C(=O)CC(C)(C)C3)cc1OC	2
106	CC(=O)c1cccc(NC(=O)CCS(=O)(=O)c2cc(Br)cc3c2N(C(=O)C2CC2)CC3)c1	-4
107	COc1ccc(-n2ncc(C(=O)NCc3ccccc3)c2C2CCN(C(=O)OC(C)(C)C)CC2)cc1	-5
108	Cc1ccc(NC(=O)C2CCN(C(=O)c3ccccc3F)CC2)c(C)c1	2

The results go on.
No.	Compound	RBX1-CUL1 inh
109	COc1ccc(OC)c(CNS(=O)(=O)c2ccc3[nH]c4c(c3c2)CCCCC4)c1	5
110	C=CCCC(=O)N1CCc2[nH]nc(-c3ccc(F)c(F)c3)c2C1	3
111	COc1cccc(OCCCCn2c(-c3ccc(Cl)cc3)nc3ccccc3c2=O)c1	6
112	Cc1nc(-c2ccc(S(=O)(=O)N3CCOCC3)cc2)cs1	15
113	Cc1cc(C)cc(-n2nnc(C(=O)NC3CCS(=O)(=O)C3)c2C)c1 (stereo unspecified)	11
114	O=C(CCc1nc2cccnc2n1Cc1ccccc1)NCc1cccc(Cl)c1	2
115	CCn1c(Cc2ccc(OC)cc2)nnc1SCC(=O)Nc1ccc(OC)cc1	0
116	O=c1[nH]n(CCc2ccccn2)c(=O)c(Cl)c1Cl	1
117	COc1ccc(C(=O)/C=C(/CC(=O)c2ccc(OC)cc2)SC)cc1	5
118	CCOc1ccccc1NC(=O)Cn1nnc(C(=O)NCc2cccs2)c1N	-5
119	CC(C)C12CC3CC(CC(C(=O)NN)(C3)C1)C2	4
120	O=C(C1COc2ccccc2O1)N1CCCC1 (stereo unspecified)	4

Later entries
No.	Compound	RBX1-CUL1 inh
121	Cc1ccc(OCCCCc2c(C)n[nH]c2C)cc1C	7
122	COc1cc(Br)cc(/C=N/NC(=O)c2cc3c(ccc4ccccc43)o2)c1O	4
123	CCc1ccc(-n2nnc(C(=O)Nc3ccc(-n4nncc4C)cc3)c2C)cc1	3
124	Cc1ccccc1Cc1nnc2sc(Cc3ccccc3Cl)nn12	10
125	Cc1ccccc1Cn1cc(NC(=O)c2nn3c(C(F)(F)F)c4c(nc3c2Cl)-c2ccccc2CC4)cn1	-5
126	CCN(CC1CCCN(CCc2cccc(OC)c2)C1)C(=O)Cc1c(C)noc1C (stereo unspecified)	4
127	Cc1cc(C)n(CCC(=O)N(Cc2ccncc2)Cc2cccc(OCCc3ccc(F)cc3)c2)n1	8
128	Cc1ccccc1CNCCCSc1nnnn1C	-5
129	Cc1ccc(CNC(=O)C2CCN(c3nc4ccccc4n(C)c3=O)CC2)cc1	-1
130	COc1ccc(NC(=O)C(=O)NCCc2ccc(OC)c(OC)c2)c(OC)c1	6
131	COC(=O)c1ccccc1NCN1C(=O)S/C(=C\c2ccccc2)C1=O	3
132	O=C1O[C@@H]2CN(c3ncccn3)C[C@@H]2N1C1CCCC1	-7
133	O=c1nc(N2CCOCC2)nc(N2CCOCC2)[nH]1	0

The list is partial; the hit share may differ from the screen's.
